# Screening results as filed in PubChem BioAssay.
# TGFb inhibitor – inhibitors of TGF-b signaling; HepG2 CAGA-GFP TGF-b/SMAD3 reporter, GFP fluorescence, 18 h; TGF-beta stimulated, 500 pg/mL final; Potency, µM (doses to about 46.1 µM), for inactives: at the highest dose activity, negative = inhibition, most hits filed as inhibitors; hit rate 1.2% among 410,000; also: potency is read from the fitted curve at half-maximal effect; % is scaled to controls: 0 for no effect and ±100 for the full control effect; nearly all actives have a fitted effect of over 65% in size
#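 Using HEPG2 CAGA-GFP reporter cells at 1000 cells/well, we pinned test compounds, stimulated with recombinant TGF-beta (500 pg/mL final) and measured total well GFP after 18 h.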
# Nrf2 activator – activates Nrf2 signaling | AREc32 ARE-luciferase reporter (MCF7-derived line), luminescence, 24 h | Potency, µM (top dose mostly 46.1 µM), without a hit: at the top dose activation, most hits filed as activators | hit rate 0.31% among 410,000; also: potency is read from the fitted curve at half-maximal effect; % of control where 0% means no effect; nearly all actives have a fitted effect of over 65% in size
#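 Luciferase luminescence (Steady-Glo, 30 min at room temperature) served as the read-out of ARE activation in AREc32 cells treated with compounds for 24 hr at 37 deg C.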
# CCT chaperon mod – changes cytosolic chaperonin activity; purified chaperonin ATPase assay, HTRF ADP detection, 30 min; activity change, % (test concentration not listed), hits read low; hit rate 0.3% among 360,000; in the data active = activity change below about -30%; also: % is scaled to controls: 0 for no effect and ±100 for the full control effect
#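 TRiC at 40 or 20 nM final (batch-dependent) in 30 mM Tris pH 7.4, 100 mM KCl, 5 mM MgCl2, 1 mM DTT, with compound at single 76 uM and 10 uM ATP, 30 min at 37 deg C. ADP detected by HTRF Transcreener, 665/615 ratio.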
# A549 viability – A549 cytotoxicity, counter-screen for Nrf2 inhibitors | A549 ARE-Fluc cells, CellTiter-Fluor viability, 18-24 h | Potency, µM (series often up to 46 µM), inactives show at the top dose activity change, negative = cytotoxicity, hits mostly inhibitors | hit rate 0.16% among 390,000; also: potency is read from the fitted curve at half-maximal effect; % is scaled to controls: 0 for no effect and ±100 for the full control effect
#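 A549 ARE_Fluc cells in 5% FBS OPTI-MEM were exposed to compounds in concentration-response for 18-24 h at 37 deg C. Viability was read by CellTiter-Fluor fluorescence (Ex 405/Em 525) after 30 min, before the luciferase read.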
# Akt phos inh – blocks phosphorylation of Akt | Neuro2A IGF-stimulated pAkt S473 HTRF, 20 min; stronger effect = lower value | activity change, % for hits at 50 µM | hit rate 0.32% among 360,000 | AID 651550; in the data active = activity change below about -80%; inconclusive = mostly about -51% to -80%; also: % is scaled to controls: 0 for no effect and ±100 for the full control effect
#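 Neuro2A cells in DMEM with 0.5% FBS, overnight at 37 deg C, given compound at single 50 µM final, then IGF (6 nM final) for 20 min at 37 deg C. Lysed; phospho-Akt Ser473 by HTRF after 24 h, 665/615 ratio.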
# Mm-Cpn inhibitor – blocks the Methanococcus maripaludis chaperonin Mm-Cpn; purified Mm-Cpn ATPase, ADP Transcreener TR-FRET; Potency, µM (titrated, usually from 76.9 µM), without a hit: at the top dose activity, negative = inhibition, usual class: inhibitors; hit rate 0.031% among 330,000; AID 504842; also: potency is read from the fitted curve at half-maximal effect; % is scaled to controls: 0 for no effect and ±100 for the full control effect; nearly all actives have a fitted effect of over 80% in size
#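 Quantitative HTS used 25 nM Mm-CPN and 10 uM ATP in magnesium/KCl Tris buffer, pH 7.4, with 1 mM DTT. Hydrolysis ran 30 min at 37°C; ADP was read by HTRF.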
# Abeta rescue – A-beta toxicity reversal in yeast; yeast expressing A-beta42, growth rescue, OD600, 48 h; response scale: 0% DMSO, 100% iron-clioquinol control; Potency, µM (titrated, usually from 46.1 µM), for inactives: at the highest dose growth rescue, usual class: activators; hit rate 0.063% among 410,000; AID 1347071; also: potency is read from the fitted curve at half-maximal effect; nearly all actives have a fitted effect of over 55% in size
#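 Growth rescue measured by 600 nm absorbance after 48 h yeast culture at 30 C with compound. Values normalized between DMSO and an equimolar ferric chloride plus clioquinol control.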
# Nrf2 inh – Nrf2 pathway inhibition | A549 ARE-Fluc reporter, luciferase luminescence, 18-24 h | Potency, µM (titrated, usually from 46 µM), inactives show top-dose activity change, negative = inhibition, most hits filed as inhibitors | hit rate 2.1% among 360,000 | AID 504444; also: potency is read from the fitted curve at half-maximal effect; % is scaled to controls: 0 for no effect and ±100 for the full control effect; nearly all actives have a fitted effect of over 60% in size
#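 In this cell-based qHTS, ARE-driven firefly luciferase in A549 cells reports Nrf2 activity; the luminescent signal after BugLite lysis is the measured value, with a prior CellTiter-Fluor read for cell health.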
# HepG2 tox – counter-screen for TGF-b inhibitors: cytotoxicity in HepG2 cells; HepG2 CAGA-GFP viability, ATP luminescence, 18 h; Potency, µM (doses to about 46.1 µM), without a hit: at the highest dose activity change, negative = cytotoxicity, hits mostly cytotoxic; hit rate 0.76% among 410,000; AID 588856; also: potency is read from the fitted curve at half-maximal effect; some results filed as inactive show a strong effect at the top dose
#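 HepG2 CAGA-GFP cells (1000/well, DMEM with 1% FBS) received compound, then TGF-beta at 500 pg/mL final, and were incubated 18 hours at 37 degrees C. Viability was read by CellTiter-Glo luminescence. Media-only wells were set as complete cell-killing and DMSO as no toxicity.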
# An asterisk follows results filed as active; i = inactive; ? = inconclusive; nt = no result given. Unless noted, calls follow the shape of the dose curve; as a rule, active = well fitted curve in the direction sought with a large enough effect; inconclusive = small, poorly fitted or top-dose-only effect, or another doubt; inactive = no such curve, though single readings can be large; an effect the other way counts as inactive or inconclusive.
# Sequence of screens: TGFb inhibitor | Nrf2 activator | CCT chaperon mod | A549 viability | Akt phos inh | Mm-Cpn inhibitor | Abeta rescue | Nrf2 inh | HepG2 tox
> CCOC(=O)Nc1ccc2c(CN3CCN(S(=O)(=O)c4ccccc4)CC3)cc(=O)oc2c1
    -1% | -0.7% | -3.0 | -4% | i | 0% | -3% | ? | 8%
> Cn1c(SCC(=O)c2ccc(F)cc2)nnc1-c1ccccc1N
    7% | 3.1% | -2.2 | 11% | i | 1% | 12% | 10% | -10%
> O=C(NC1CCCC1)c1ccc2c(c1)N(Cc1ccccc1)CCS2
    20% | -0.2% | 1.5 | 3% | i | -5% | -1% | ? | -10%
> CCOC(=O)c1sc(NC(=O)CSc2nnnn2-c2ccc(C)c(C)c2)nc1C
    21% | -0.3% | -0.3 | -26% | i | -1% | 3% | -27% | -14%
> Cc1cc(C)n(CC(=O)N2CCCC(N3CCN(c4cccc(C(F)(F)F)c4)CC3)C2)n1 (centres undefined)
    4% | 2.5% | 1.2 | -4% | i | -4% | 17% | ? | -13%
> CC(CNC(=O)C1CCCN(S(=O)(=O)N2CCOCC2)C1)c1ccccc1 (centres undefined)
    -14% | -0.1% | 0.2 | 8% | i | 5% | 6% | -1% | -10%
> COc1ccccc1NS(=O)(=O)c1cc2c(cc1C)NC(=O)CO2
    -1% | -0.9% | 0.4 | -2% | i | 0% | 0% | 7% | -13%
> Cc1cccc(OCc2nnc(SCC(=O)N(C(C)C)C(C)C)n2Cc2ccco2)c1C
    5% | 2.6% | -0.8 | 1% | i | -4% | 5% | -9% | -42%
> Cc1ccc(NC(=O)CN(c2ccccc2)S(=O)(=O)N(C)C)cc1Cl
    ? | -0.6% | nt | -3% | nt | nt | -13% | -15% | -35%
> CC1(C(=O)NS(=O)(=O)c2ccc(Br)cc2)CCN1C(=O)Cc1ccsc1 (centres undefined)
    18% | 0.3% | -0.5 | nt | i | nt | -5% | nt | 1%

# Some entries already given, showing only TGFb inhibitor:
smiles | TGFb inhibitor
Cc1cc(C)n(CC(=O)N2CCCC(N3CCN(c4cccc(C(F)(F)F)c4)CC3)C2)n1 (centres undefined) | 4%
CC(CNC(=O)C1CCCN(S(=O)(=O)N2CCOCC2)C1)c1ccccc1 (centres undefined) | -14%
Cc1ccc(NC(=O)CN(c2ccccc2)S(=O)(=O)N(C)C)cc1Cl | ?
CCOC(=O)c1sc(NC(=O)CSc2nnnn2-c2ccc(C)c(C)c2)nc1C | 21%
COc1ccccc1NS(=O)(=O)c1cc2c(cc1C)NC(=O)CO2 | -1%

# (next part)
# Sequence of screens: TGFb inhibitor | Nrf2 activator | CCT chaperon mod | A549 viability | Akt phos inh | Mm-Cpn inhibitor | Abeta rescue | Nrf2 inh | HepG2 tox
> Cc1cc(C=O)c(C)n1-c1ccc2c(c1)OCO2
    -17% | 0.3% | 0.4 | 4% | i | -4% | 0% | -5% | -8%
> O=C(NCc1ccccc1)c1ccc([N+](=O)[O-])cc1
    -4% | -0.3% | 0.1 | nt | i | nt | -5% | nt | 5%
> CCCOc1cc(C)nc(-c2ccccc2O)n1
    20% | 4.6% | 2.6 | 2% | i | -1% | 4% | 11% | -1%
> COc1ccc(S(=O)(=O)Nc2cccc(S(=O)(=O)N3CCCCCC3)c2)cc1
    -17% | 0.0% | 0.1 | 3% | i | 0% | 19% | ? | 12%
> O=C(NNc1ccc([N+](=O)[O-])cc1)C1CC1c1ccccc1 (centres undefined)
    ? | -0.2% | -3.0 | 0% | i | 0% | ? | 1% | 0%
> Cc1nc2cc(NC(=O)CCS(=O)(=O)c3ccccc3)ccc2s1
    4% | 0.1% | -6.6 | 4% | i | -9% | 1% | ? | -7%
> CCc1ccc(N2CC(C(=O)NC3=NCCS3)CC2=O)cc1 (centres undefined)
    -2% | -0.6% | -1.5 | 2% | i | 2% | -23% | 4% | -17%
> CCOC(=O)N1CCC2(CC1)OC(=O)C(C)=C2C(=O)NCc1ccc(C)cc1
    -18% | -0.3% | nt | 7% | nt | nt | -1% | 0% | 0%
> CC(=O)Nc1nc2cccc([N+](=O)[O-])c2s1
    -5% | ? | -0.6 | -3% | i | -4% | 1% | -1% | -21%
> CCCC(=O)N1c2ccccc2C(=C2SC(C(=O)OC)=C(C(=O)OC)S2)C(=S)C1(C)C
    -4% | -0.3% | 1.0 | -1% | i | 1% | -13% | 4% | 6%
> CC(C)OCCCNC(=S)N1CCC(C(=O)c2ccc(Cl)cc2)CC1
    ? | 2.5% | 2.6 | 5% | i | -1% | 23% | ? | -31%
> O=C(O)c1cc(-c2cccnc2)nn1-c1ccccn1
    -1% | -0.3% | 1.7 | -3% | i | 0% | 0% | 11% | 7%
> CN(CCCNC(=O)CSc1cc(=O)n(C)c2ccc(Cl)cc12)Cc1ccccc1
    -30% | 23% | -2.0 | -2% | i | 0% | -7% | -6% | -30%
> COC(=O)[C@]1(C)N[C@H](CN(C)C(C)=O)[C@@H]2C(=O)N(C)C(=O)[C@@H]21
    12% | -0.9% | 0.4 | 1% | i | 1% | -3% | 7% | 7%
> COC(=O)c1ccc2c(c1)N(Cc1ccccc1F)C(=O)c1ccccc1S2=O (centres undefined)
    -3% | 0.3% | -0.2 | 8% | i | 0% | 0% | -14% | 0%
> Cc1cc(Oc2ccccc2)nc(SCC(N)=O)n1
    1% | -0.1% | 1.6 | -3% | i | 1% | -8% | -6% | -18%
> Cc1cc(NC(=O)Nc2cccc([N+](=O)[O-])c2)no1
    -1% | 22% | -0.4 | -1% | i | -3% | 4% | -11% | -1%
> Cc1cccc(NC(=O)c2ccc(Cl)nc2)n1
    8% | -1.1% | 1.1 | 0% | i | -1% | 0% | 14% | 6%
> Cc1ccc(NC(=O)Cn2c(=O)c3ccc(Cl)cc3n3nncc23)cc1
    14% | -1.1% | nt | 1% | nt | nt | -7% | 7% | -8%
> CCOC(=O)N1CC=C2C(C#N)=C(N)C(C#N)(C#N)[C@H](c3ccc(OCC)c(OCC)c3)[C@H]2C1
    -31% | 3.1% | -1.8 | 0% | nt | -4% | 9% | nt | -16%

# Entries shown so far that contain fluorine (three):
# Sequence of screens: TGFb inhibitor | Nrf2 activator | CCT chaperon mod | A549 viability | Akt phos inh | Mm-Cpn inhibitor | Abeta rescue | Nrf2 inh | HepG2 tox
> Cn1c(SCC(=O)c2ccc(F)cc2)nnc1-c1ccccc1N
    7% | 3.1% | -2.2 | 11% | i | 1% | 12% | 10% | -10%
> Cc1cc(C)n(CC(=O)N2CCCC(N3CCN(c4cccc(C(F)(F)F)c4)CC3)C2)n1 (centres undefined)
    4% | 2.5% | 1.2 | -4% | i | -4% | 17% | ? | -13%
> COC(=O)c1ccc2c(c1)N(Cc1ccccc1F)C(=O)c1ccccc1S2=O (centres undefined)
    -3% | 0.3% | -0.2 | 8% | i | 0% | 0% | -14% | 0%

# Other records follow:
# Sequence of screens: TGFb inhibitor | Nrf2 activator | CCT chaperon mod | A549 viability | Akt phos inh | Mm-Cpn inhibitor | Abeta rescue | Nrf2 inh | HepG2 tox
> Cc1cc(C(O)c2ncc(-c3ccccc3Cl)[nH]2)ccc1F (centres undefined)
    1% | 0.1% | 0.6 | nt | i | nt | -21% | nt | -30%
> CCOC(=O)c1ccc(S(=O)(=O)N2CCN(c3nc(-c4ccccc4)nc4ccccc34)CC2)cc1
    -8% | nt | nt | -1% | nt | nt | nt | ? | 3%
> COc1cccc(OCCNC(=O)c2cc([N+](=O)[O-])cc([N+](=O)[O-])c2)c1
    -9% | 0.6% | 2.0 | 2% | i | 0% | -3% | 0% | -14%
> CC(C)(C)OC(=O)[C@H](Cc1ccccc1)NC(=O)c1nc[nH]c1C(=O)NC1CCN(C(=O)OC(C)(C)C)CC1
    ? | -3.7% | -1.5 | -5% | i | nt | 6% | ? | -117%
> CC(=O)c1cccc(S(=O)(=O)N(Cc2cc3cc4c(cc3[nH]c2=O)OCCO4)CC2CCCO2)c1 (centres undefined)
    -11% | 2.8% | -1.0 | -1% | i | 4% | 22% | -7% | -14%
> CC(C)c1ccc(NC(=O)C(Cc2ccccc2)NS(=O)(=O)c2ccc3c(c2)CCC(=O)N3)cc1 (centres undefined)
    ? | 0.2% | nt | -16% | nt | nt | -16% | ? | -10%
> O=c1sc2ccccc2c(N2CCOCC2)c1[N+](=O)[O-]
    12% | 0.2% | 0.6 | 0% | i | 1% | 10% | 13% | 2%
> COc1cc(C2NC(=O)c3c(sc4c3CCN(C)C4)N2)cc(OC)c1OC (centres undefined)
    -4% | 0.0% | nt | -4% | nt | nt | -9% | 11% | 11%
> O=C(CNCc1ccccc1Cl)Nc1cc(S(=O)(=O)N2CCOCC2)ccc1Cl
    -13% | 7.5% | -12 | -13% | i | 1% | -1% | 16µM* | -6%
> CC(=O)c1cccc(-c2cnc3c(NC=O)cc(-c4ccccc4Oc4ccccc4)cn23)c1
    ? | 4.6% | -1.4 | nt | i | nt | -7% | nt | 0%
> CN(c1cccc(NS(=O)(=O)c2cccc([N+](=O)[O-])c2)c1)S(C)(=O)=O
    -3% | 0.1% | -0.5 | 6% | i | 1% | -4% | ? | -3%
> COc1cc(/C=N/Nc2ccccc2[N+](=O)[O-])ccc1OC(=O)c1ccccc1F
    -14% | ? | -4.8 | 0% | i | -10% | -2% | ? | -15%
